NR3A LBD binder: modulators (binders) of human NR3A ligand-binding domain. Tm shift relative to glycine control, % at 25 µM. NR3A LBD differential scanning fluorimetry, Tm shift; 0% = protein alone, 100% = glycine-bound protein. AID 1259313. 340,000 compounds, 2.5% hits;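 active = melting temperature shift of at least 10% of the positive control shift, at one fixed dose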
A3A deaminase: human APOBEC3A DNA deaminase inhibition | P31941 | recombinant A3A, FAM/TAMRA ssDNA deamination fluorescence | inhibition, % at 20 µM | 330,000 compounds, 0.41% hits;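 active = at least 40% inhibition at 20 µM here, with at most 30% in a related deaminase screen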;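 note: plate controls were A3A with DMSO for no effect and wells lacking A3A enzyme for full effect; some results filed as inactive read as strong as hits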
Target sequence (P31941 whole entry, looked up): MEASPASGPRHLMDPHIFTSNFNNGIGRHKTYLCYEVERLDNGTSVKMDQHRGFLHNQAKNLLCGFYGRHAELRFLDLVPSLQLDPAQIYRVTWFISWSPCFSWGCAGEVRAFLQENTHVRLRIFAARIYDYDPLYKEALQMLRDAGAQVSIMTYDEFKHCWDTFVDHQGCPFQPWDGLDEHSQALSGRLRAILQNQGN
MPTP block: blocks calcium-induced mitochondrial swelling | isolated mouse mitochondria, Ca2+ swelling absorbance, 30 min | inhibition, % at 10 µM | 360,000 compounds, 1.4% hits;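 active = inhibition of 50% or more, scaled per plate between neutral and stimulator controls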;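 note: 0% = DMSO wells given calcium and 100% = 1 mM EGTA wells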
beta cell repl: inducers of beta-cell replication in MIN6 cells | MIN6 cells proliferation, ATPlite luminescence, 48 h; cells starved in 0.2% serum; 100% = growth in 10% serum | proliferation, % at 10 µM | 330,000 compounds, 0.29% hits;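 active = compounds whose signal lies at least 3.5 SD above the mean of all wells on their plate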;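 note: 0% = DMSO-treated cells in low-serum medium and 100% = 10% serum control; some compounds called inactive have numbers as strong as hits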
A3G deaminase: APOBEC3G (human) deaminase inhibition. recombinant A3G, ssDNA deamination FAM/TAMRA fluorescence. AID 493012. inhibition, % at 20 µM. Q9HC16. 330,000 compounds, 0.28% hits;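 active = inhibition of at least 40% at 20 µM, with no more than 30% in the related APOBEC3A deaminase screen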;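 note: plate controls were DMSO wells with A3G for no effect and wells lacking A3G enzyme for full effect; some compounds called inactive have numbers as strong as hits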
hIAP act: increases human intestinal alkaline phosphatase activity; purified human IAP, CDP-Star luminescence, 30 min; stronger effect = higher value; 1 = vehicle-only enzyme, 0 = enzyme-free background; activation factor at 10 µM; 330,000 compounds, 0.16% hits; AID 2524;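 active = activation factor of the enzyme at least 2-fold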; note: the source names both 10 and 20 µM as test concentration; values of inactives mirror those of a sister screen read the other way
Target sequence (P09923 whole entry, looked up): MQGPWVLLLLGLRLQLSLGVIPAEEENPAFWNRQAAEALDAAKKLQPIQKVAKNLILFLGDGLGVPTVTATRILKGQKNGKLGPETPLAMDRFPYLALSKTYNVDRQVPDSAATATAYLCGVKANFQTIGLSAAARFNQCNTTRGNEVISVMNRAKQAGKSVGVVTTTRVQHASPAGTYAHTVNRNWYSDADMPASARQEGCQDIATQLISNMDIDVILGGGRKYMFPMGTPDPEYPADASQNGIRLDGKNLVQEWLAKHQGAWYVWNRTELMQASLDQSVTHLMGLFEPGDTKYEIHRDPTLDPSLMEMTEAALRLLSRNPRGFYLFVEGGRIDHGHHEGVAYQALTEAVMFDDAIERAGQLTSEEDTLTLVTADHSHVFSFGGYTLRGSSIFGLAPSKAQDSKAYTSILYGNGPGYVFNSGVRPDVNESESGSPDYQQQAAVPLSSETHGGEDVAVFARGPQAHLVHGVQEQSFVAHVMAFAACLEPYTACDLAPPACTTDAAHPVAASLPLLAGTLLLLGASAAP
mIAP activ: increases mouse intestinal alkaline phosphatase activity. muIAP, CDP-Star luminescence, 30 min; stronger effect = higher value; 1 = vehicle-only enzyme signal, 0 = enzyme-free wells. activation factor at 10 µM. 330,000 compounds, 0.24% hits;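 active = activation factor of at least 2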; note: the source names both 10 and 20 µM as test concentration; values of inactives mirror those of a sister screen read the other way
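also added = chemiluminescent substrate CDP-Star | test system = mouse IAP enzyme | signal = chemiluminescence readout | compound = DMSO-dissolved test compounds | incubation = 30 min at room temperature | benchmarks = DMSO wells, no-enzyme wells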
mIAP block: blocks mouse intestinal alkaline phosphatase | inhibition, % at 10 µM | 330,000 compounds, 0.2% hits | purified mouse IAP, CDP-Star luminescence, 30 min;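 active = inhibition of at least 40% at 10 µM in the primary screen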;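 note: plate controls were DMSO with enzyme for no effect and no enzyme wells for full effect; values of inactives mirror those of a sister screen read the other way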
hIAP block: human IAP inhibition; P09923; purified IAP, CDP-Star luminescence, 30 min; inhibition, % at 10 µM; 330,000 compounds, 0.12% hits; AID 2544;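 active = inhibition reaching a set limit with compound at 10 µM in the primary screen, cut at about 35% in these data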;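 note: plate controls were DMSO wells with enzyme for no effect and no-enzyme buffer wells for full effect; values of inactives mirror those of a sister screen read the other way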
Active calls of the source: *. Outcome played no part in choosing rows; about 5% have a hit in one of these screens.

What do the screens show for `COc1ccccc1NS(=O)(=O)c1ccc(S(=O)(=O)N2CCOCC2)cc1`?
NR3A LBD binder: 1; A3A deaminase: -5; MPTP block: -3.2; beta cell repl: -3; A3G deaminase: -5; hIAP act: 1; mIAP activ: 1.1; mIAP block: -7; hIAP block: -5

Results for Nc1ccccc1SCC(=O)Nc1nccs1 ?
NR3A LBD binder: 0; A3A deaminase: 35; MPTP block: 0.1; beta cell repl: -2; A3G deaminase: 3; hIAP act: 1; mIAP activ: 0.84; mIAP block: 16; hIAP block: -2

How did Clc1nc2ccccc2nc1-c1ccccc1 do in these assays?
NR3A LBD binder: -2; A3A deaminase: -6; MPTP block: 0.3; beta cell repl: 2; A3G deaminase: -7; hIAP act: 1.2; mIAP activ: 1; mIAP block: -4; hIAP block: -17

What do the screens show for `CC(=O)NS(=O)(=O)c1ccc2c(c1)Cc1cc(S(=O)(=O)NC(C)=O)ccc1-2`?
NR3A LBD binder: 0; A3A deaminase: -2; MPTP block: 0.4; beta cell repl: -2; A3G deaminase: -2; hIAP act: 1.2; mIAP activ: 1.1; mIAP block: -7; hIAP block: -25

What do the screens show for `Cc1ccc(NNC(=O)c2c(F)cccc2Cl)cc1C`?
NR3A LBD binder: 0; A3A deaminase: -4; MPTP block: 3.3; beta cell repl: -1; A3G deaminase: -12; hIAP act: 1; mIAP activ: 1.1; mIAP block: -6; hIAP block: -2

Results for Cc1cccc(/C(N)=N/OC(=O)CCC2CCCCC2)c1 ?
NR3A LBD binder: 2; A3A deaminase: 6; MPTP block: 8.4; beta cell repl: 0; A3G deaminase: 4; hIAP act: 0.98; mIAP activ: 1; mIAP block: -4; hIAP block: 2

How did C[C@@H]1O[C@@H](O[C@H]2[C@H](Oc3cc(O)c4c(c3)OC(c3ccc(O)cc3)CC4=O)O[C@H](CO)[C@@H](O)[C@@H]2O)[C@H](O)[C@H](O)[C@H]1O (stereo partly specified) do in these assays?
NR3A LBD binder: -3; A3A deaminase: -6; MPTP block: -0.4; beta cell repl: 1; A3G deaminase: -4; hIAP act: 1; mIAP activ: 0.95; mIAP block: 5; hIAP block: -4

What do the screens show for `Cc1ccc(NC(=O)C(C)OC(=O)c2ccc(Cl)nc2)cc1S(=O)(=O)N1CCOCC1` (stereo unspecified)?
NR3A LBD binder: 0; A3A deaminase: 16; MPTP block: -0.8; beta cell repl: -4; A3G deaminase: 2; hIAP act: 0.99; mIAP activ: 1; mIAP block: -1; hIAP block: 0

How did COCC(=O)N(Cc1ccc(OC)cc1)Cc1nc2ccccc2c(=O)[nH]1 do in these assays?
NR3A LBD binder: 1; A3A deaminase: 0; MPTP block: 2.2; beta cell repl: 0; A3G deaminase: 1; hIAP act: 1.1; mIAP activ: 1; mIAP block: -3; hIAP block: -10

Results for CCCN1CNC(=S)N(CCc2ccccc2)C1 ?
NR3A LBD binder: -2; A3A deaminase: -2; MPTP block: -2.0; beta cell repl: 1; A3G deaminase: -2; hIAP act: 0.91; mIAP activ: 0.95; mIAP block: 5; hIAP block: 9

Pulled by structure from the list above (2):
How did COCC(=O)N(Cc1ccc(OC)cc1)Cc1nc2ccccc2c(=O)[nH]1 do in these assays?
NR3A LBD binder: 1; A3A deaminase: 0; MPTP block: 2.2; beta cell repl: 0; A3G deaminase: 1; hIAP act: 1.1; mIAP activ: 1; mIAP block: -3; hIAP block: -10

What do the screens show for `Cc1ccc(NC(=O)C(C)OC(=O)c2ccc(Cl)nc2)cc1S(=O)(=O)N1CCOCC1` (stereo unspecified)?
NR3A LBD binder: 0; A3A deaminase: 16; MPTP block: -0.8; beta cell repl: -4; A3G deaminase: 2; hIAP act: 0.99; mIAP activ: 1; mIAP block: -1; hIAP block: 0

The list goes on.
How did O=C(CSc1nc(O)c(Cc2ccccc2F)c(=O)[nH]1)N1CCCCCC1 do in these assays?
NR3A LBD binder: -1; A3A deaminase: -5; MPTP block: -1.5; beta cell repl: -3; A3G deaminase: -4; hIAP act: 1.3; mIAP activ: 1.2; mIAP block: -18; hIAP block: -27

Results for CC(C)OC(=O)CN1C(=O)C(C)(C)Oc2ccc(C(=O)NC3CC3)cc21 ?
NR3A LBD binder: -1; A3A deaminase: -1; MPTP block: 1.2; beta cell repl: -3; A3G deaminase: -4; hIAP act: 0.89; mIAP activ: 0.99; mIAP block: 1; hIAP block: 11

How did CN(CC(=O)Nc1ccccc1)CC(=O)Nc1ccccc1Cl do in these assays?
NR3A LBD binder: -2; A3A deaminase: -4; MPTP block: 0.6; beta cell repl: -4; A3G deaminase: -5; hIAP act: 1.4; mIAP activ: 1; mIAP block: -3; hIAP block: -40

What do the screens show for `COC(=O)c1cc(S(=O)(=O)NC2CCC(C)CC2)cn1C` (stereo unspecified)?
NR3A LBD binder: 1; A3A deaminase: -4; MPTP block: -0.4; beta cell repl: -3; A3G deaminase: -5; hIAP act: 1.1; mIAP activ: 0.98; mIAP block: 2; hIAP block: -5

What do the screens show for `O=C(COC(=O)c1cnccn1)c1ccc(Cl)cc1`?
NR3A LBD binder: -2; A3A deaminase: 2; MPTP block: -0.1; beta cell repl: -3; A3G deaminase: -6; hIAP act: 0.91; mIAP activ: 0.97; mIAP block: 3; hIAP block: 9

Results for Cc1ccc(NC(=O)c2cc(S(=O)(=O)N3CCCCC3)cs2)cc1 ?
NR3A LBD binder: -8; A3A deaminase: 4; MPTP block: 5.2; beta cell repl: -4; A3G deaminase: -9; hIAP act: 0.92; mIAP activ: 1; mIAP block: -2; hIAP block: 8

How did O=C1c2ccc3c4c(ccc(c24)C(=O)N1c1cccc(O)c1)CC3 do in these assays?
NR3A LBD binder: 3; A3A deaminase: 6; MPTP block: -1.1; beta cell repl: 6; A3G deaminase: 1; hIAP act: 1; mIAP activ: 0.92; mIAP block: 8; hIAP block: -1

What do the screens show for `COC(=O)Cc1ccc(NC(=O)C(c2ccccc2)c2ccccc2)cc1`?
NR3A LBD binder: -14; A3A deaminase: -1; MPTP block: 1.3; beta cell repl: -1; A3G deaminase: -3; hIAP act: 1; mIAP activ: 1.2; mIAP block: -18; hIAP block: -1

How did O=C1/C(=C\c2ccc(O)c(O)c2)SC(=S)N1Cc1ccccc1 do in these assays?
NR3A LBD binder: 29*; A3A deaminase: -6; MPTP block: 38; beta cell repl: -7; A3G deaminase: -10; hIAP act: 0.45; mIAP activ: 0.67; mIAP block: 33; hIAP block: 55*

Results for CCc1ccc(-c2cc(C)no2)cc1S(=O)(=O)NCc1ccc(OC)c(OC)c1 ?
NR3A LBD binder: -1; A3A deaminase: -4; MPTP block: -0.5; beta cell repl: -1; A3G deaminase: -6; hIAP act: 1.1; mIAP activ: 0.93; mIAP block: 7; hIAP block: -11

What do the screens show for `Cc1ccc(C(=O)N2NC(c3ccc(F)cc3)C3C(=O)N(c4ccc(C)cc4)C(=O)C32)cc1` (stereo unspecified)?
NR3A LBD binder: -3; A3A deaminase: -2; MPTP block: -0.3; beta cell repl: -5; A3G deaminase: -6; hIAP act: 1.3; mIAP activ: 1.1; mIAP block: -10; hIAP block: -25

What do the screens show for `O=C(CSc1nc(N2CCCCC2)nc(N2CCCCC2)n1)c1ccccc1`?
NR3A LBD binder: 1; A3A deaminase: -3; MPTP block: 1.5; beta cell repl: -2; A3G deaminase: -6; hIAP act: 0.94; mIAP activ: 1.1; mIAP block: -8; hIAP block: 6

How did CN(C)S(=O)(=O)c1ccc(C(=O)N2CCOCC2)cc1 do in these assays?
NR3A LBD binder: 1; A3A deaminase: 1; MPTP block: -2.8; beta cell repl: -3; A3G deaminase: -8; hIAP act: 0.84; mIAP activ: 1; mIAP block: 0; hIAP block: 16

What do the screens show for `COc1ccccc1NC(=O)c1ccc(CN(c2cc(Cl)ccc2C)S(=O)(=O)c2ccccc2)cc1`?
NR3A LBD binder: 0; A3A deaminase: -2; MPTP block: 6.5; beta cell repl: -1; A3G deaminase: -2; hIAP act: 1; mIAP activ: 0.97; mIAP block: 3; hIAP block: -4

What do the screens show for `Cc1c(C(=O)CN2CCOCC2)[nH]c2ccccc12`?
NR3A LBD binder: -1; A3A deaminase: 2; MPTP block: 0.5; beta cell repl: -2; A3G deaminase: -3; hIAP act: 0.91; mIAP activ: 0.92; mIAP block: 8; hIAP block: 9

What do the screens show for `CCOc1cc(N2CCOCC2)c(OCC)cc1NC(=O)c1c(-c2ccccc2Cl)noc1C`?
NR3A LBD binder: 0; A3A deaminase: 1; MPTP block: -0.8; beta cell repl: 0; A3G deaminase: -9; hIAP act: 0.9; mIAP activ: 0.88; mIAP block: 12; hIAP block: 10

How did COc1ccc(OCc2nnc(SCC(=O)N3C(C)CCCC3C)o2)cc1 (stereo unspecified) do in these assays?
NR3A LBD binder: 0; A3A deaminase: -1; MPTP block: -0.5; beta cell repl: -2; A3G deaminase: -11; hIAP act: 0.97; mIAP activ: 1.1; mIAP block: -13; hIAP block: 3

Results for COc1ccc(NC(=O)C2CCCN2c2ccc(OC)c(OC)c2)cc1OC (stereo unspecified) ?
NR3A LBD binder: -1; A3A deaminase: 0; MPTP block: -0.3; beta cell repl: 0; A3G deaminase: 0; hIAP act: 1; mIAP activ: 1; mIAP block: -2; hIAP block: -4

Results for Cc1cc(OCC(=O)OCC(=O)N2CCc3ccccc3C2)ccc1Cl ?
NR3A LBD binder: 0; A3A deaminase: 2; MPTP block: -0.8; beta cell repl: -2; A3G deaminase: 1; hIAP act: 1.1; mIAP activ: 0.96; mIAP block: 4; hIAP block: -9

Results for N#C/C(=C(/O)CN1CCOCC1)c1nc2ccccc2s1 ?
NR3A LBD binder: 3; A3A deaminase: 1; MPTP block: -0.4; beta cell repl: -3; A3G deaminase: 1; hIAP act: 1; mIAP activ: 0.98; mIAP block: 2; hIAP block: -2

How did Fc1ccc(C[n+]2csc3ccccc32)cc1 do in these assays?
NR3A LBD binder: 5; A3A deaminase: -2; MPTP block: -2.4; beta cell repl: -6; A3G deaminase: -1; hIAP act: 1; mIAP activ: 0.96; mIAP block: 4; hIAP block: -1

What do the screens show for `Cc1ccc2cccc(OCC(=O)Nc3ccc(N4CCOCC4)cc3)c2n1`?
NR3A LBD binder: 3; A3A deaminase: -1; MPTP block: -0.8; beta cell repl: 5; A3G deaminase: 1; hIAP act: 1; mIAP activ: 0.96; mIAP block: 4; hIAP block: -3

What do the screens show for `COc1cccc(-n2c(=O)c3cc(OC)c(OC)cc3n(CC(=O)Nc3cc(C)[nH]n3)c2=O)c1`?
NR3A LBD binder: 4; A3A deaminase: -5; MPTP block: 1.3; beta cell repl: 0; A3G deaminase: -2; hIAP act: 0.89; mIAP activ: 1; mIAP block: -2; hIAP block: 11

What do the screens show for `Cc1ccc(S(=O)(=O)N2CCC(Oc3cccc(C(F)(F)F)c3)CC2)cc1`?
NR3A LBD binder: 0; A3A deaminase: 3; MPTP block: 2.1; beta cell repl: -4; A3G deaminase: 3; hIAP act: 0.79; mIAP activ: 1; mIAP block: -4; hIAP block: 21

What do the screens show for `CCCS(=O)(=O)c1c(S(=O)(=O)CCC)c2c3ccccc3ccn2c1C(N)=O`?
NR3A LBD binder: -1; A3A deaminase: -3; MPTP block: -0.2; beta cell repl: 1; A3G deaminase: -6; hIAP act: 1.1; mIAP activ: 0.98; mIAP block: 2; hIAP block: -13

What do the screens show for `COCCCNC(=O)c1ccc(Cn2c(=O)c3ccccc3n(Cc3ccc(C)cc3)c2=O)cc1`?
NR3A LBD binder: 1; A3A deaminase: -2; MPTP block: 2.0; beta cell repl: 1; A3G deaminase: -1; hIAP act: 1.1; mIAP activ: 1.1; mIAP block: -9; hIAP block: -9

Screening results as filed in PubChem.
